# NR2E3 ag-1 – NR2E3 agonists in two-hybrid cells, primary screen, cell-based, luminescence, CHO-S, Gal4-NCOR/VP16-NR2E3; inhibition of corepressor binding, % at 3.98 µM; luciferase; AID 602229, 2012; hit rate 0.35% among 360,000; Photoreceptor-specific nuclear receptor (Homo sapiens), Q9Y5X4;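 active = inhibition above the mean of all tested compounds plus 3 SD, cut at about 70% in these data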;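 note: 0% = DMSO with NR2E3 transfected cells and 100% = cells lacking NR2E3 construct; higher means lower luciferase signal from less NR2E3 corepressor binding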
# Target sequence (Q9Y5X4 whole entry, looked up, the tested form may be a part): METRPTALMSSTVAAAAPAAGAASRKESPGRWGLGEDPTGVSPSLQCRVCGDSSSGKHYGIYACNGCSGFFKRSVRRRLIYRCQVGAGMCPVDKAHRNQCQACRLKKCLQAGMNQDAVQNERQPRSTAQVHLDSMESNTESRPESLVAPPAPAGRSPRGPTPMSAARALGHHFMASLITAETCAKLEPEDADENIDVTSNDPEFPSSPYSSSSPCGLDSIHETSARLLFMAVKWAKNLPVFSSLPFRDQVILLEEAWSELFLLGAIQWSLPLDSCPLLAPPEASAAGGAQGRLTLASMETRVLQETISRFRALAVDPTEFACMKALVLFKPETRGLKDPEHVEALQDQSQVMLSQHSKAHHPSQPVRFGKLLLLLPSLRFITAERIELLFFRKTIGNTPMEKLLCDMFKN
# aDG glyco act – activators of alpha-DG glycosylation, primary screen, uHTS, Pro5-aDG cells, AlphaScreen; AID 624168, 2012; hit rate 0.22% among 360,000; activation, % at 10 µM; alpha-DG glycosylation AlphaScreen (IIH6); 0% Pro5, 100% B10-LARGE cell signal;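 active = activation of at least 8% versus controls, or a plate z-score of at least 8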;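 note: Pro5 are CHO cells carrying HIG-tagged alpha-DG that lacks glycosylation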
# Peg3 promoter – Peg3 promoter-driven luciferase inhibitors, primary screen, cell-based, HeLa, luciferase luminescence. HeLa PEG-Prom luciferase reporter, overnight. hit rate 1.7% among 360,000. inhibition, % at 20 µM;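 active = inhibition of at least 50% at 20 µM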
# PDI inh – inhibitors of human PDI, primary screen, biochemical, turbidity, single point, plate reader | hit rate 0.052% among 350,000 | inhibition, % at 10 µM | AID 588391, 2011 | PDI insulin aggregation turbidity, A650, 90 min;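 active = mean inhibition across replicates of 30% or more, whatever share of single replicates reach that level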;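 note: absorbance from insulin aggregation driven by PDI reduction with DTT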
# Target sequence (P07237 whole entry, looked up): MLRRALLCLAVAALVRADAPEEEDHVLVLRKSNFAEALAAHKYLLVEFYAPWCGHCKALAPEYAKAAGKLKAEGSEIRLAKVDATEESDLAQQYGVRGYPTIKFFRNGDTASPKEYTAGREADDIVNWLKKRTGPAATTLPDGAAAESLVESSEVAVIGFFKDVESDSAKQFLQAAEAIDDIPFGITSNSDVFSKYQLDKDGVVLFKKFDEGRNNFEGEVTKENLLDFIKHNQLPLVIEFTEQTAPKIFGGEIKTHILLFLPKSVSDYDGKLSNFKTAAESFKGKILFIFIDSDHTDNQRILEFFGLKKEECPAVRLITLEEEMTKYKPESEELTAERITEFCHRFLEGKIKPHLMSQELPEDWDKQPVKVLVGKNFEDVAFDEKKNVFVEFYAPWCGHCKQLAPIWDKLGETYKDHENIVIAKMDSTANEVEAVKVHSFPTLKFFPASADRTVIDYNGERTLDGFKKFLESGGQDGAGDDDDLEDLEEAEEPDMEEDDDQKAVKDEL
# HIF-2a inh – HIF-2a reporter inhibitors, primary screen, luminescence, 786-0 RCC cells | 786-0 RCC cells HIF-2a reporter, luciferase luminescence, overnight | inhibition, % at 18.8 µM | hit rate 0.72% among 360,000 | AID 624352, 2012;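 active = inhibition of the luminescence signal of 40% or more relative to plate controls, in a single-dose primary screen at 18.75 µM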
# iPSC survival up – enhancers of single-cell hiPSC survival, primary screen, ATPlite luminescence | survival enhancement, % at 20 µM | 100% = ROCK inhibitor wells, 0% = DMSO | AID 602274, 2012 | hit rate 0.044% among 360,000; in the data active = survival enhancement above about 18%;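 note: cells exposed to compounds for 16 hours before the ATP read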
# Granule exo inh – LAMP-1 surface exposure blockers, TALL-104 cells – cell-based, flow cytometry, MLPCN library, primary screen | TALL-104 LAMP-1 surface exposure; cells stimulated with thapsigargin and PMA | inhibition, % at 10 µM | hit rate 0.66% among 360,000 | AID 651702, 2012;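 active = inhibition above about 55%, limit read from the data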
# Vif imaging – HIV Vif self-association inhibitors, primary screen, imaging, HEK293T, single point; inhibition, % at 7.49 µM; hit rate 0.35% among 340,000; HEK293T cells, Vif self-association by quenched fluorescence, 24 h; in the data active = inhibition above about 50%, passing the limit was not always enough; note: some results filed as inactive read as strong as hits
# NR2E3 ag-2 – inhibitors of NR2E3-RetCOR corepressor binding, primary screen, NR2E3 agonist project, biochemical, TR-FRET, GST-NR2E3, biotin-RetCOR; Photoreceptor-specific nuclear receptor (Homo sapiens), Q9Y5X4; 1536-well; inhibition of corepressor binding, % at 4.78 µM; hit rate 0.12% among 320,000; AID 2300, 2010;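 active = percent inhibition above the cutoff of mean plus 3 SD of all tested compounds, set per screening campaign, cut at about 20% in these data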;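 note: 0% = DMSO wells and 100% = biotin wells as full block of FRET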
#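 Material: NR2E3–RetCOR corepressor complex / Incubation: Compound–protein incubation for 5 h at 4 °C / Dosing: compound at 4.8 µM, single dose / Detection: time-resolved FRET / Benchmarks: high control biotin, low control 0.6% DMSO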
# MITF TRPM1 inh – inhibitors of MITF-dependent TRPM1 promoter reporter, primary screen, cell-based, SK-MEL-5, single point, luciferase | inhibition, % at 12.5 µM | AID 488899, 2010 | hit rate 0.83% among 330,000 | SK-MEL-5 TRPM1 promoter luciferase, 24 h;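 active = mean inhibition across replicates of 60% or more, whatever share of single replicates reaches that level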; note: values of inactives mirror those of a sister screen read the other way
# CaV13 FRET inh – Disruptors of the CACNA1D IQ motif to Ca2+-dependent inactivation inhibitor domain association, primary screening, Förster resonance energy transfer in intact living … | HEK cells, CFP/YFP FRET ICDI-IQ, plate reader, 10 min; percent FRET-ratio fall versus neutral wells | hit rate 0.098% among 340,000 | inhibition, % at 12.3 µM;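 active = mean replicate inhibition of at least 30% and at least 1% of replicates passing that level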;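 note: 0% = median of the neutral control wells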
# Numbers without * were called inactive; x = not tested or not shown; & = joins results of further samples.
SMILES,NR2E3 ag-1,aDG glyco act,Peg3 promoter,PDI inh,HIF-2a inh,iPSC survival up,Granule exo inh,Vif imaging,NR2E3 ag-2,MITF TRPM1 inh,CaV13 FRET inh
COc1ccccc1N(C)S(=O)(=O)c1ccc(C(=O)NC2CCCCCC2)cc1,-21.6,-0.1,21.7,-5.7,16.2,0.5,-3.1,-19.5,-1.9,5.1,-2.3
C=CCOc1c2ccc(C(=O)NCCc3ccc(C)cc3)cc2nn1C,31.5,0.1,-4.5,-2.2,11.6,-0.3,8.9,-13.7,0.3,1.9,-11.6
O=C(Cc1ccc(Br)cc1)NC1CCCc2ccccc21 (configuration not stated),-21.8,-0.1,18.2,-1.1,3.4,-0.6,1.5,-6.8,-1.2,-3.3,-3.0
N#CC1=C2N=C(N)c3c(sc4c3CCCCC4)N2C2=C(C(=O)CCC2)C1c1ccccc1 (configuration not stated),-39.5,-0.3,-45.8,-1.5,-45.9,1.2,-0.2,-1.0,3.8,7.1,-7.3
COC(=O)c1sc(SC)c(S(=O)(=O)C(C)C)c1N/N=C(\C#N)S(=O)(=O)c1ccccn1,-30.9,-0.1,-0.7,1.1,17.8,0.4,-3.7,12.5,-0.7,-0.9,-5.4
NC(=O)c1ccc(-c2ccc(Br)cc2)o1,-38.8,0.0,-73.4,-5.1,-149.3,-2.0,3.7,-4.7,1.1,-9.5,-4.0
Cc1ccc(CNC(=O)CCC2CCCN(Cc3c(C)nn(C(C)C)c3C)C2)o1 (configuration not stated),11.9,0.1,5.9,-9.8,13.7,2.2,5.9,3.0,2.4,-5.2,-4.6
O=C(c1ccccc1)N1CCN(C(=O)c2ccccc2)c2ccccc21,13.4,0.0,9.4,-1.2,-1.5,2.9,-4.3,-9.4,x,6.6,-3.0
CCOC(=O)N1CCN(C(=O)c2ccc(C)c(S(=O)(=O)Nc3cccc(C)c3C)c2)CC1,-4.4,0.1,10.1,-8.2,17.0,0.0,-3.7,-0.7,4.6,4.7,-8.4
Cn1c(N)c(C(=O)COC(=O)CNC(=O)c2ccccc2F)c(=O)n(C)c1=O,8.6,-0.2,0.7,4.4,11.3,1.5,13.1,-3.1,x,8.2,-6.3
CCOc1ccc(N(CC(=O)N2CCOCC2)S(=O)(=O)c2ccc(F)cc2)cc1,20.0,0.0,-21.8,-1.5,21.6,-0.3,-0.3,-4.1,1.9,1.2,-3.0
COc1ccc2c(=O)c3c(=O)n(Cc4ccco4)c(-c4ccco4)nc3oc2c1,-12.9,0.1,-11.2,3.2,-47.9,0.6,1.8,-1.7,3.4,-15.8,-9.3
CC(C)Cc1nnc(NC(=O)CCNC(=O)c2ccco2)s1,-9.6,-0.1,12.9,12.3,7.0,-0.5,-4.9,6.6,6.6,-0.9,-5.0
Cc1ccnc(NS(=O)(=O)c2ccc(NS(=O)(=O)c3ccccc3)cc2)n1,9.5,0.0,15.2,0.5,8.7,0.9,-0.6,18.5,-0.7,1.1,-6.1
O=S(=O)(c1cccc2nsnc12)N1CCCC1,-15.4,0.3,2.8,0.4,17.0,0.0,17.0,-1.6,-0.6,0.8,-8.4
CN1CCN(C(=O)/C(=C\c2cccs2)NC(=O)c2ccco2)CC1,4.8,-0.2,16.6,3.4,14.2,-0.9,2.2,-5.7,-2.7,3.9,-15.1
CCCCC(CCCC)=N/N=C/c1c(O)n(CC)c2cc(C3=NNC(=O)CC3)ccc12,-9.2,-0.5,11.9,2.6,18.7,-1.5,1.5,6.4,0.5,13.4,-6.3
CC(=O)Nc1nc(-c2ccc(Cl)cc2)nc(C)c1C(C)=O,-16.9,-0.4,-92.1,-2.4,-75.3,-0.9,-2.3,0.3,-2.8,-5.3,-5.2
CN(C)S(=O)(=O)n1cc(/C=C(\NC(=O)c2ccccc2F)C(=O)NCCCN2CCOCC2)c2ccccc21,21.4,-0.1,-3.6,5.3,5.3,-0.5,5.7,-10.0,0.7,-14.5,-5.9
CCOC(=O)c1cnc2ccc(C)cc2c1OCc1cc(F)cc(F)c1,-14.5,0.4,11.6,-0.4,10.0,-0.8,-1.6,15.8,0.7,4.4,-4.1
COc1ccc(Br)cc1S(=O)(=O)Nc1ccc(Cl)cn1,-7.8,-0.2,15.8,8.7,9.5,-0.5,-7.9,0.0,0.1,-8.5,-3.3
COc1ccccc1-c1cn(-c2ccccc2)c(=S)[nH]1,-5.2,0.0,-12.8,-7.1,-39.3,-0.7,-11.9,0.5,2.2,13.4,-2.7
CCOC(=O)c1cn(-c2ccccc2CO)c2c(F)c(F)c(F)cc2c1=O,-24.7,0.6,-2.8,-3.4,12.4,1.1,-3.5,1.1,-0.2,-0.5,-3.4
COc1cc2c(cc1OC)CN(C(=O)c1cccc([N+](=O)[O-])c1)CC2,-3.1,-0.2,15.3,-1.0,10.5,-0.3,-0.9,-4.8,0.9,2.1,-5.1
Cc1cc(C)c(NC(=O)CN2CCCCCC2)c(C)c1,-31.7,-0.1,-69.6,8.8,-94.5,0.8,-1.5,1.2,0.2,-36.6,-2.3
CCCCC[C@@H](C)N1C[C@@H](COCc2ccccc2)Oc2cc(N3CC[C@@H](N(C)C)C3)ccc2S1(=O)=O,0.9,1.8,x,x,4.5,-0.6,58.1*,x,x,x,-7.9
O=C(COC(=O)COc1ccc(Nc2ccccc2)cc1)NCc1ccco1,6.2,-0.1,6.7,-0.2,16.0,6.4,-6.6,-26.5,-3.9,3.0,x
CC(C[N+](C)(C)C)OC(=O)C1(c2ccccc2)CCCC1 (configuration not stated),8.0,0.1,11.2,11.4,14.6,-0.7,-5.7,-5.4,2.5,-8.7,7.6
CCOc1ccc(C2Oc3nc(SC)nnc3-c3ccccc3N2C(C)=O)cc1OC (configuration not stated),8.7,0.0,1.8,x,8.1,-1.4,3.1,3.4,1.2,-0.7,-4.5
Nc1nc(Cl)cc(=O)n1Cc1ccc(Cl)cc1,16.2,-0.1,4.2,3.5,14.3,-0.3,7.9,-4.6,5.5,-30.3,-5.3
Cc1ccc(N2C(=O)CC2(C#N)c2ccc(OCc3ccccc3)cc2)cc1 (configuration not stated),10.5,0.1,10.1,-5.0,9.4,-2.4,0.5,9.7,0.8,2.7,-5.8
COc1ccc(C(O)c2ncc(-c3cccc(C(F)(F)F)c3)[nH]2)cc1 (configuration not stated),8.6,0.0,11.7,4.7,14.9,-0.8,6.1,-2.3,x,x,-9.8
C/C=C/c1c(F)c(F)c(Oc2ccc(C(=O)O)cc2)c(F)c1F,6.4,-0.2,14.2,18.5,3.6,2.7,0.2,4.2,1.0,0.1,-7.0
CN1CCN(c2ccc(NC(=O)COc3ccccc3Cl)cc2)CC1,-18.1,0.0,-74.3,6.7,-126.3,3.3,-0.3,-10.5,2.6,-28.6,-6.7
O=C(N1CCOCC1)N1CCN(S(=O)(=O)N2CCCCC2)CC1,-24.1,-0.3,9.9,-8.0,11.2,4.4,0.8,x,-1.7,3.8,-2.8
Cc1oc(-c2ccccc2F)nc1CSCC(=O)NCc1ccc2c(c1)OCO2,-2.3,1.1,12.2,-5.0,7.9,1.3,-3.3,-7.8,0.8,18.9,x

# An excerpt from above in order of formula weight, smallest number first.
SMILES,NR2E3 ag-1,aDG glyco act,Peg3 promoter,PDI inh,HIF-2a inh,iPSC survival up,Granule exo inh,Vif imaging,NR2E3 ag-2,MITF TRPM1 inh,CaV13 FRET inh
Nc1nc(Cl)cc(=O)n1Cc1ccc(Cl)cc1,16.2,-0.1,4.2,3.5,14.3,-0.3,7.9,-4.6,5.5,-30.3,-5.3
CC(C[N+](C)(C)C)OC(=O)C1(c2ccccc2)CCCC1 (configuration not stated),8.0,0.1,11.2,11.4,14.6,-0.7,-5.7,-5.4,2.5,-8.7,7.6
C/C=C/c1c(F)c(F)c(Oc2ccc(C(=O)O)cc2)c(F)c1F,6.4,-0.2,14.2,18.5,3.6,2.7,0.2,4.2,1.0,0.1,-7.0

# Going on with the list.
SMILES,NR2E3 ag-1,aDG glyco act,Peg3 promoter,PDI inh,HIF-2a inh,iPSC survival up,Granule exo inh,Vif imaging,NR2E3 ag-2,MITF TRPM1 inh,CaV13 FRET inh
CC(C)c1ccc(C2OC(CCc3ccccc3)Cc3[nH]c(=S)[nH]c(=O)c32)cc1 (configuration not stated),12.9,-0.1,x,x,-13.3,-0.4,2.0,x,x,x,-5.5
Cc1ccc(S(=O)(=O)N2CCCC2C(=O)N2CCCCCC2)cc1 (configuration not stated),11.5,0.0,3.6,-4.6,0.8,2.4,2.8,x,-2.0,-3.0,x
CC(C)N(C(=O)Cn1cc(S(=O)(=O)CC(=O)N2CCOCC2)c2ccccc21)C(C)C,1.6,-0.6,3.6,0.1,7.2,0.0,3.4,-0.5,-0.7,-3.5,-3.3
O=C1NC2=C(CCc3ccccc32)C(c2ccccc2)N1 (configuration not stated),-0.6,0.4,46.0,-13.5,9.3,6.5,-2.8,-5.2,-0.5,3.7,-3.6
COc1ccc(COC(=O)c2c(C)nn(-c3ccccc3)c2Cl)cc1,-24.9,0.7,-60.5,13.7,-119.0,1.5,-1.4,8.1,2.1,-25.5,x
OC(CNCCc1ccc(Cl)cc1)COc1cc(Cl)ccc1Cl (configuration not stated),1.6,0.0,103.9*,-6.1,2.7,-0.2,-13.1,-0.9,2.1,3.5,-20.3
CCCCn1c(N)c(NCC)c(=O)[nH]c1=O,-9.2,-0.2,-2.7,0.1,10.0,-0.6,0.1,x,x,0.2,-4.8
CSC(=NCCCN1CCOCC1)NS(=O)(=O)c1cccs1,-14.8&13.3,-0.3&-0.1,2.9&11.3,0.8&0.5,13.0&20.6,3.8&1.6,4.6&-2.9,7.1&16.1,2.0,-12.6&0.8,-5.7
O=C1C=CC(=O)N1c1ccccc1N1C(=O)C=CC1=O,-28.3,-0.5,96.8*,2.3,76.6*,-3.0,4.9,157.1*,x,94.4*,-4.9
COc1ccc(N2CCN(C(=O)c3cc(=O)c4cc(C)cc(C)c4o3)CC2)cc1,-29.1,-0.1,27.4,-4.3,21.8,-0.3,-5.4,2.4,-3.9,7.2,-2.2
CCCn1c(SCC(=O)NC2CCCC2)nc2c1c(=O)n(C)c(=O)n2C,-18.1,0.0,7.7,-7.7,21.7,-0.2,0.8,3.2,-0.3,-2.2,-2.4
COc1cccc(Nc2nc3ccccc3nc2NS(=O)(=O)c2ccc(NC(C)=O)cc2)c1,5.2,0.2,9.3,-3.7,2.7,-0.4,33.1,1.9,2.8,8.7,x
COc1ccccc1CCNC(=O)C1CCC(=O)N(Cc2cccc(F)c2)C1 (configuration not stated),-71.1,-0.2,-136.8,6.9,-180.1,0.0,1.7,-3.8,x,-37.3,-2.3

# An excerpt from above, reduced to PDI inh:
Compound | PDI inh
COc1ccc(C(O)c2ncc(-c3cccc(C(F)(F)F)c3)[nH]2)cc1 (configuration not stated) | 4.7
CN1CCN(c2ccc(NC(=O)COc3ccccc3Cl)cc2)CC1 | 6.7
Cc1cc(C)c(NC(=O)CN2CCCCCC2)c(C)c1 | 8.8
